POLI inh: inhibitors of human DNA polymerase iota; 390,000 compounds, 1% hits; Q9UNA4; Potency, µM (doses to about 115 µM), for inactives: at the highest dose activity, negative = inhibition, most hits filed as inhibitors; Pol iota fluorescent replication assay, 10 min; also: potency is read from the fitted curve at half-maximal effect
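Fluorescent replication assay read twice, at 0 min and 10 min after adding 50 nM (final) substrate. Enzyme (10 nM) and compounds were first incubated 15 min at room temperature; enzyme-free buffer wells were negative controls.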
Pol beta inh: DNA polymerase beta (human) inhibition. P06746. Pol beta primer extension/strand displacement, fluorescence kinetic. Potency, µM (highest dose often 114 µM), inactives show at the highest dose activity change, negative = inhibition, usual class: inhibitors. 340,000 compounds, 1.3% hits; also: potency is read from the fitted curve at half-maximal effect; % is scaled to controls: 0 for no effect and ±100 for the full control effect
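Reaction started by 50 nM substrate onto compound-treated Pol beta (10 nM, 15 min preincubation, room temperature); plates read at 0 min and 10 min. Normalized concentration-effect data fitted by four-parameter Hill equation.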
Apoferritin bind: candidate novel general anesthetic via apoferritin binding; apoferritin/1-aminoanthracene competitive binding, fluorescence; Potency, µM (highest dose often 77.5 µM), without a hit: at the top dose activity change, negative = displacement, hits mostly inhibitors; 350,000 compounds, 0.074% hits; AID 485281; also: potency is read from the fitted curve at half-maximal effect; % is scaled to controls: 0 for no effect and ±100 for the full control effect; nearly all actives have a fitted effect of over 20% in size
Target sequence (P02791 2-175 limits assumed): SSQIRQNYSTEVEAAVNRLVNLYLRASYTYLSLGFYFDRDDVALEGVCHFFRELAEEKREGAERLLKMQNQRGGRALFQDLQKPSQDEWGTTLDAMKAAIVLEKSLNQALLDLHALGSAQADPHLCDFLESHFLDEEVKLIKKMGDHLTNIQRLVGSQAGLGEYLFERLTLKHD
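10 uM apoferritin + 50% sat. 1-AMA, PBS; cpd 10 min RT; Ex380/Em535 endpoint; normalized to free probe vs complex; 4-param Hill fit; propofol titration as pos. ctrl.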
POLK inh: blocks human DNA polymerase kappa activity; Q9UBT6; purified Pol kappa, fluorescent DNA synthesis assay, 10 min; Potency, µM (series often up to 107 µM), for inactives: at the highest dose activity, negative = inhibition, usual class: inhibitors; 400,000 compounds, 0.53% hits; also: potency is read from the fitted curve at half-maximal effect; % is scaled to controls: 0 for no effect and ±100 for the full control effect
Target sequence (Q9UBT6 whole entry, looked up): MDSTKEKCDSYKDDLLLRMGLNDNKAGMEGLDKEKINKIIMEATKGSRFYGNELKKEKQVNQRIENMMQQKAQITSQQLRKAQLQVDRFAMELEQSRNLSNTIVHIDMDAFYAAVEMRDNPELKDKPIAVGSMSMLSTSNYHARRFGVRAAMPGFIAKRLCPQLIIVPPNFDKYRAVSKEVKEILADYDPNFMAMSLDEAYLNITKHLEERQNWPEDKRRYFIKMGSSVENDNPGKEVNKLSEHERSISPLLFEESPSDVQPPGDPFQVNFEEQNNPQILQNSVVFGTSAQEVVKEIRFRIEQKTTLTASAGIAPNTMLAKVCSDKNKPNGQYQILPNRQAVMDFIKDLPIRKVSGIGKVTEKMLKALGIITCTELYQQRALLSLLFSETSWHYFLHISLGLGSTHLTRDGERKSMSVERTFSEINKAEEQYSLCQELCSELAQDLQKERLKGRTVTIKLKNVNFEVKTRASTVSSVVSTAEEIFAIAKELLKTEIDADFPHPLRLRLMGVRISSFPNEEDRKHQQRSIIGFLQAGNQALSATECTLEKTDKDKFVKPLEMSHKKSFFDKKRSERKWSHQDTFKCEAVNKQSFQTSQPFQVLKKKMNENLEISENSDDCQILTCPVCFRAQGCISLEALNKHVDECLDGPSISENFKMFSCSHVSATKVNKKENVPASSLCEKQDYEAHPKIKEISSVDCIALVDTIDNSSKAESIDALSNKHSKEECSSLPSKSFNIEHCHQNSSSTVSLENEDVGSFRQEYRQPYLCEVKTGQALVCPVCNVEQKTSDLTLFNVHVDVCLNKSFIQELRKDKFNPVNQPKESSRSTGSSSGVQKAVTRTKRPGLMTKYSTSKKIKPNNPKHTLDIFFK
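Kinetic fluorescence screen: compound preincubated 15 min RT with 10 nM enzyme; 50 nM substrate (final) initiates; reads at 0/10 min.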
RXFP1 antag: RXFP1 (human) relaxin receptor antagonism | Q9HBX9 | HEK293-RXFP1, relaxin-stimulated cAMP HTRF, 30 min; hits give low values | activity change, negative = inhibition, % at 57.5 µM | 350,000 compounds, 0.59% hits | AID 1259400;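 active = activity change of -60% or lower, but not beyond a set lower limit; inconclusive = change between -60% and -40%, or beyond the set limit; inactive = change above -40%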; also: % is scaled to controls: 0 for no effect and ±100 for the full control effect
Tb PGK inh: blocks T. brucei phosphoglycerate kinase. Potency, µM (highest dose often 57.5 µM), for inactives: at the top dose activity change, negative = inhibition, most hits filed as inhibitors. PGK/GAPDH coupled, Kinase-Glo luminescence, 60 min. 380,000 compounds, 0.043% hits; also: potency is read from the fitted curve at half-maximal effect; % is scaled to controls: 0 for no effect and ±100 for the full control effect; nearly all actives have a fitted effect of over 60% in size
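Recombinant glycosomal PGK reaction used 1,3-bisphosphoglycerate generated in-well by GAPDH (100nM final) in 100mM TEA pH 7.6, 5mM MgCl2, 0.01% Tween-20. After 60 minutes at room temperature, ATP was read by Kinase-Glo Plus luminescence end-point.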
APEX1 inh: inhibitors of human APE1 endonuclease; P27695; recombinant APE1, TAMRA/BHQ-2 abasic DNA cleavage fluorescence; Potency, µM (highest dose often 65.8 µM), for the others: at the top dose activity change, negative = inhibition, actives largely listed as inhibitors; 350,000 compounds, 0.35% hits;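 also: potency is read from the fitted curve at half-maximal effect; plate controls were vehicle for no effect and reference inhibitor for full effect; nearly all actives have a fitted effect of over 55% in size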
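APE1 at 0.75 nM preincubated 15 min at room temperature with compound. Reaction then started with 50 nM double-stranded THF-abasic substrate labelled with TAMRA/BHQ-2, and 525/598 nm fluorescence read kinetically. Activity taken as third-minus-first read difference, normalized to DMSO and NSC13755 controls.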
POLH inh: blocks human DNA polymerase eta activity. Q9Y253. recombinant Pol eta, fluorescent DNA replication assay. Potency, µM (top dose mostly 114 µM), for inactives: at the highest dose activity change, negative = inhibition, actives largely listed as inhibitors. 390,000 compounds, 1.2% hits. AID 588591; also: potency is read from the fitted curve at half-maximal effect; % is scaled to controls: 0 for no effect and ±100 for the full control effect
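Pol eta (10 nM) was preincubated with compounds for 15 min at room temperature, after which fluorescent replication substrate (50 nM final) was added to start the reaction. Fluorescence was read kinetically at 0 and 10 min.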
BLM helicase inh: inhibitors of human Bloom syndrome helicase BLM. P54132. recombinant BLM DNA unwinding, fluorescence dequenching. Potency, µM (titrated, usually from 56.1 µM), inactives show top-dose activity change, negative = inhibition, usual class: inhibitors. 350,000 compounds, 0.2% hits. AID 2528;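 also: potency is read from the fitted curve at half-maximal effect; plate controls were vehicle for no effect and no enzyme for full effect; nearly all actives have a fitted effect of over 35% in size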
An asterisk follows results filed as active; i = inactive; ? = inconclusive; · = no result given; & = joins results of further samples; [ ] = dose if it differs, or a comment. Unless noted, calls follow the shape of the dose curve; as a rule, active = well fitted curve in the direction sought with a large enough effect; inconclusive = small, poorly fitted or top-dose-only effect, or another doubt; inactive = no such curve, though single readings can be large; an effect the other way counts as inactive or inconclusive.

SMILES	POLI inh	Pol beta inh	Apoferritin bind	POLK inh	RXFP1 antag	Tb PGK inh	APEX1 inh	POLH inh	BLM helicase inh
Cc1ccc(C)c(C(C)NC(=O)CC#N)c1 (stereo not given)	-11%	3%	-11%	-2%	-13	-3%	-4%	-9%	0%
S=C1NC2=C(CCC/C2=C\c2ccccc2)C(c2ccccc2)N1 (stereo not given)	-5%	25%	6%	-10%	-6	i	8%	-12%	4%
O=C(NNc1nc(=O)c2cccnc2s1)c1ccccc1O	60%[activator]	-13%	-2%	-5%	13	-2%	5%	-18%	-5%
CCCc1cc2c(=O)c(-c3nc4ccccc4s3)c(COCC(=O)O)oc2cc1O	?	-27%	-12%	-22%	-4	0%	-1%	79µM*	?
COc1ccc(C(=O)COC(=O)C(O)c2ccccc2)c(OC)c1 (stereo not given)	?	·	·	-19%	-1	-9%	9%	?	·
COc1cc(C2CC(=O)Oc3c(C(CCN4CCN(c5ccccc5)CC4)c4ccc(N(C)C)cc4)c(OC)cc(OC)c32)cc(OC)c1OC (stereo not given)	-1%&11%	4%	-15%&4%	6%&-15%	·	-6%	?	-18%	-6%&-8%
Cc1cc(=O)n(CC(C)O)c(O)c1C#N (stereo not given)	?	41%	8%	-9%	0	-2%	-2%	-7%	-11%
COC(=O)c1c(NC(=O)COc2ccccc2Cl)sc2c1CCC(C(C)(C)C)C2 (stereo not given)	53%[activator]	17%	-1%	3%	·	i	·	-15%	-3%
COc1cc(NC(=O)Cn2ncc3c(=O)oc4ccccc4c32)cc(OC)c1OC	17%	49%	-2%	11%	·	-2%	·	-5%	-7%
CC(=O)N1CCc2cc(N=NC3=C(O)CCCC3=O)ccc21	-6%	-15%	-9%	-1%	-15	2%	-7%	-17%	-9%
O=C(Cn1ccc([N+](=O)[O-])n1)NCc1ccccc1	3%[58.9 µM]	·	·	-19%	3	-4%	·	-9%	·
O=C(COC(=O)c1ccc(Cl)nc1)c1ccc2c(c1)OCCO2	18%	31%[activator]	-21%	10%	-3	-2%	16%	0%	-1%
Cn1c(CSc2ncccn2)nnc1SCC(=O)N1CCCCCC1	20%	14%	-6%	-9%	1	7%	0%	0%	-5%
O=C(NCc1ccccc1)c1ccc(Br)cc1Br	36%[activator]	-16%	-12%	-3%	0	i	-1%	-12%	-1%
CC1=CC(C)(C)N2C(=O)C3(SCC(=O)N3c3ccc(F)cc3)c3cc(C)cc1c32 (stereo not given)	?	5%	-13%	-19%	-8	-4%	-6%	-13%	-11%

Pulled by compound from the list above, five records:
SMILES	POLI inh	Pol beta inh	Apoferritin bind	POLK inh	RXFP1 antag	Tb PGK inh	APEX1 inh	POLH inh	BLM helicase inh
COc1cc(NC(=O)Cn2ncc3c(=O)oc4ccccc4c32)cc(OC)c1OC	17%	49%	-2%	11%	·	-2%	·	-5%	-7%
Cc1ccc(C)c(C(C)NC(=O)CC#N)c1 (stereo not given)	-11%	3%	-11%	-2%	-13	-3%	-4%	-9%	0%
CCCc1cc2c(=O)c(-c3nc4ccccc4s3)c(COCC(=O)O)oc2cc1O	?	-27%	-12%	-22%	-4	0%	-1%	79µM*	?
COc1ccc(C(=O)COC(=O)C(O)c2ccccc2)c(OC)c1 (stereo not given)	?	·	·	-19%	-1	-9%	9%	?	·
COc1cc(C2CC(=O)Oc3c(C(CCN4CCN(c5ccccc5)CC4)c4ccc(N(C)C)cc4)c(OC)cc(OC)c32)cc(OC)c1OC (stereo not given)	-1%&11%	4%	-15%&4%	6%&-15%	·	-6%	?	-18%	-6%&-8%

The results go on.
SMILES	POLI inh	Pol beta inh	Apoferritin bind	POLK inh	RXFP1 antag	Tb PGK inh	APEX1 inh	POLH inh	BLM helicase inh
Cc1ccc(/C=C/C(=O)Nc2cc(S(=O)(=O)N3CCCCCC3)ccc2OCC(F)(F)F)o1	-16%	-19%	-19%	-11%	-6	i	-2%	-5%	-9%
CN(CC(=O)Nc1ccccc1F)S(=O)(=O)c1ccc2c(c1)n(C)c(=O)c(=O)n2C	11%	-2%	3%	4%	1	-5%	15%	-21%	-1%
Clc1ccc(Cn2cc(/C=N/n3cnnc3)c3ccccc32)cc1	-11%	28%	-16%	-5%	-21	-1%	-4%	6%	-2%
CC(NC(=S)Nc1ccc(OC(F)F)cc1)c1ccc(F)cc1 (stereo not given)	10%	0%	-14%	5%	-2	-10%	-1%	-28%	-9%
COCc1nc(-c2ccc(-c3ccccc3)nc2OC)no1	5%	-1%	-4%	-5%	4	3%	2%	-11%	-4%
CCOC(=O)c1c(-c2ccccc2)oc2ccc(NS(=O)(=O)c3ccc(C(C)C)cc3)cc12	6%	-19%	-8%	-8%	-17	-6%	·	-30%	-15%
COc1ccc(C(=O)c2coc3c2C(=O)C(=O)c2ccccc2-3)cc1	203%[activator]	7%	-15%	-2%	-13	-7%	10%	?	-10%
CCCOc1ccc(C(=O)NCCC(=O)NCCCC(=O)O)cc1	27%	-30%	-1%	1%	-6	-3%	-1%	-10%	-1%
CC(=O)Nc1ccc(NC(=O)CSc2nccn2Cc2ccco2)cc1	0%	-1%	-4%	-4%	-11	-6%	-38%	0%	-4%
COc1ccc(CN(C)S(=O)(=O)c2nnc(NC(=O)c3cccc(F)c3)s2)cc1	23%	16%	-1%	-8%	0	-8%	-8%	-11%	-2%
CCOC(=O)/C(C#N)=C/c1c(Oc2cccc(C)c2)nc2c(C)cccn2c1=O	25%	23%	24%	7%	·	-3%	1%	-20%	2%
CCOc1ccc(NC(=O)Cn2c(=O)n(CCCC(=O)NCc3ccc4c(c3)OCO4)c(=O)c3ccccc32)cc1	10%	19%	14%	-8%	·	1%	·	-5%	-3%
Cc1cc(C)c2c(NC(=S)NC(=O)c3ccccc3)nn(C)c2n1	17%	2%	2%	-8%	-11	i	-7%	-14%	-3%
COc1cccc(-c2nc(CS(=O)(=O)CC(=O)NCCCN3CCc4ccccc4C3)c(C)o2)c1	5%	43%	-18%	-4%	-14	-4%	0%	8%	3%
COc1ccc(N2C(=O)CC(N3CCCC4CCCCC43)C2=O)cc1 (stereo not given)	8%	2%	-4%	-19%	4	-4%	9%	9%	-2%
COc1cc(CN(C(=O)COc2ccc(C)cc2)c2ccccn2)cc(OC)c1OC	24%	?	4%	-3%	·	8%	·	-20%	-2%
O=C(Nc1ncccc1Cl)c1ccc2c(c1)OCCO2	106%[activator]	0%	-6%	-1%	-6	0%	-6%	-10%	-6%
CN(C)S(=O)(=O)c1ccc2c(c1)N(CC(=O)NCc1ccc(F)cc1)C(=O)CS2	26%	-1%	3%	3%	·	i	·	-12%	-3%
CC1CN(C(=O)Nc2ccccc2)c2ccccc2-[n+]2ccsc21 (stereo not given)	153%[activator]	12%	-2%	-12%	4	1%	-7%	-8%	-2%
O=C(CCn1nnc2ccccc2c1=O)N[C@@H](Cc1ccccc1)C(=O)O	0%	25%	-6%	0%	11	-3%	-4%	-11%	3%
Cc1cc(C)cc(C(=O)NC(CC(N)=O)c2ccc(NC3CCCCC3)c([N+](=O)[O-])c2)c1 (stereo not given)	-12%	17%	1%	-10%	·	2%	2%	-3%	-1%
c1ccc(C2=Nn3c(nnc3-c3ccncc3)SC2)cc1	93%[activator]	7%	-9%	-10%	-6	-4%	1%	-2%	3%
COc1ccccc1/C=N/NC(=O)c1csc(C)c1C	-16%	-1%	-5%	-12%	-4	-7%	-3%	-9%	0%
CCCCn1c(N)c(N(Cc2ccccc2OC)C(=O)C(C)Oc2ccc(F)cc2)c(=O)[nH]c1=O (stereo not given)	18%	·	·	-13%	3	-2%	17%	-13%	·
C=CCn1c(C)cc(C(=O)COC(=O)C2CC(=O)N(Cc3ccccc3)C2)c1C (stereo not given)	14%	15%	?	-14%	4	-3%	-5%	-12%	-4%
COc1ccc(/C=C/C(=O)c2ccc[nH]2)c(OC)c1OC	5%	42%	4%	-2%	-7	11%	12%	-12%	2%
CCn1c(=O)c2sccc2n2c(CCCC(=O)N3CCN(c4cccc(Cl)c4)CC3)nnc12	?	7%	-2%	3%[60.1 µM]	3	6%	·	-6%	6%
CCCN1CCN(CCCNC(=O)c2cc3c(=O)n(CC)c4ccccc4c3s2)CC1	2%	28%	-3%	-1%	·	-18%	·	-8%	51%[activator]
COc1ccc(C2/C(=C(/O)c3ccc(C)cc3)C(=O)C(=O)N2CC2CCCO2)cc1OC (stereo not given)	8%	10%	-4%	6%	0	-4%	1%	-17%	-2%
Cc1ccc2c(c1)NC(=O)C(CC(=O)NCCCN1CCCC1=O)O2 (stereo not given)	-7%	-12%	-5%	-4%	11	0%	-1%	-6%	-4%
CCCCN(C)Cc1c(C(=O)N2CCc3ccccc3C2)nc2ccc(Cl)cn12	37%[activator]	2%	-21%	-12%	-9	-7%	-1%	-22%	-9%
Cc1cc(/C=N/n2cnnc2)c(C)n1-c1ccc(OCc2ccc(F)cc2)cc1	-9%	1%	?	-14%	-68*	0%	?	-10%	-9%
CN(Cc1ccccc1)C(=S)Nc1ccc2nc3n(c(=O)c2c1)CCCCC3	11%	3%	-20%	-9%	12	-10%	3%	-22%	-6%
Cc1nc(-n2nc(C)c(Cc3ccc4c(c3)OCO4)c2C)sc1C(=O)Nc1ccc(Cl)cc1	-5%	26%	2%	-4%	0	0%	·	-16%	-2%
CC(CS(=O)(=O)c1ccccc1[N+](=O)[O-])N1CCOCC1 (stereo not given)	29%	0%	-7%	4%[60.1 µM]	-7	i	4%	-20%	-8%
O=C(c1ccco1)N(Cc1ccc2c(c1)OCO2)Cc1cc2cc3c(cc2[nH]c1=O)OCO3	?	?	-2%	3%	12	-12%	-8%	?	-8%
CCOC(=O)Cn1nc(-c2ccc(Cl)cc2)ccc1=O	33%[activator]	19%	?	-3%	-2	-3%	2%	-13%	1%
COCCCNC(=S)N(Cc1cccnc1)Cc1ccc(OC)c(OC)c1	-2%	27%	0%	2%	17	-3%	-2%	-19%	-3%
CCN1CCN(C(=O)Cn2ncc3c4ccccc4n(Cc4ccccc4F)c3c2=O)CC1	27%	-3%	-19%	-1%	0	-3%	·	-20%	-6%

Only part of the results is shown, so the mix of outcomes need not match the whole.
